MC4R antag cAMP: antagonists of human melanocortin 4 receptor (MC4R); inhibition, % at 6.5 µM; 360,000 compounds, 0.48% hits; MC4R-expressing cells, MTII-stimulated cAMP, LANCE TR-FRET; P32245;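 active means inhibition above its plate's cutoff, the mean of tested wells on that plate plus 3 SD, cut at about 29% in these data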;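 further: 0% = Melanotan II alone and 100% = Melanotan II plus saturating MCL0020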
Target sequence (P32245 whole entry, looked up): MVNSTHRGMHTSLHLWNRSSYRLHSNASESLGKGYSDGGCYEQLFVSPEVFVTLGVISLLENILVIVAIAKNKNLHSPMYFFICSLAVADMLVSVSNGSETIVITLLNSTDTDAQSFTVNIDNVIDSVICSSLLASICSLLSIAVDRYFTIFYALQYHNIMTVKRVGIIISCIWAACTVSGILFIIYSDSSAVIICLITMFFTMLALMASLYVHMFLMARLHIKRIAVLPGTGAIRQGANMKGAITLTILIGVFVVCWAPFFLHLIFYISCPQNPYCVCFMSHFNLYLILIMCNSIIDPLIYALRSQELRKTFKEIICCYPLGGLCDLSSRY
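material = U2OS cells stably expressing human melanocortin 4 receptor (MC4R) | also added = Melanotan II challenge | dosing = single nominal compound dose of 6.5 µM | detection = TR-FRET with Eu-cAMP and labeled anti-cAMP, 671 nm | replication = singlicate | timing = compound 30 min, challenge 1 h, detection 1 h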
Glyco luc inh: N-linked glycosylation inhibition; 360,000 compounds, 0.23% hits; D54 ERlucT glycosylation luciferase reporter, 24 h; percent of 100 nM tunicamycin response; reporter increase, % at 12.5 µM;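 active means mean luciferase reporter signal, scaled so untreated is 0 and the glycosylation-blocking control 100, at or above a set limit in every replicate; inconclusive means mean reaches the limit but not every replicate does; inactive means mean below the limit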;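 further: luciferase carries N-glycosylation sites so blocking glycosylation raises the light; 0% = median of neutral control wells and 100% = median of 100 nM tunicamycin wells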
Vif imaging: HIV Vif inhibition; HEK293T cells, Vif self-association by quenched fluorescence, imaging, 24 h; inhibition, % at 7.49 µM; 340,000 compounds, 0.35% hits; in the data active means inhibition above about 50%, passing the limit was not always enough; inconclusive means no clear call, values can overlap the other calls; inactive means below about 31%; further: some results filed as inactive read as strong as hits
MC4R barr agon: activates human MC4R beta-arrestin recruitment; 360,000 compounds, 0.98% hits; U2OS MC4R beta-arrestin complementation, luminescence; percent of melanotan II response, DMSO zero; AID 540308; activation, % at 8.9 µM; P32245;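 active means activation above a per-plate cutoff, the mean activation of sample wells on that plate plus 3 SD, cut at about 8% in these data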
aDG glyco act: alpha-DG glycosylation activation. Pro5-aDG cells, alpha-DG glycosylation AlphaScreen (IIH6); 0% Pro5, 100% B10-LARGE cell signal. activation, % at 10 µM. 360,000 compounds, 0.22% hits. AID 624168;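 active means activation of at least 8% versus controls, or a plate z-score of at least 8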;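 further: Pro5 are CHO cells carrying HIG-tagged alpha-DG that lacks glycosylation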
ABHD5-PLIN5 inh: inhibitors of human ABHD5-perilipin-5 interaction; Q00G26+Q8WTS1; inhibition, % at 4 µM; Split G. princeps luciferase complementation, luminescence, 4 h; AID 602281; 360,000 compounds, 0.78% hits;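 active means inhibition above the mean inhibition across every tested compound plus 3 SD, cut at about 22% in these data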;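 further: 0% = DMSO only wells and the 100% control is not disclosed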
Granule exo inh: blocks lytic granule exocytosis; inhibition, % at 10 µM; 360,000 compounds, 0.66% hits; TALL-104 LAMP-1 surface exposure, flow cytometry; cells stimulated with thapsigargin and PMA; AID 651702;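 active means inhibition above about 55%, limit read from the data; inconclusive means no clear call, values can overlap the other calls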
TLR9-MyD88 block: TLR9-MyD88 interaction inhibition; inhibition, % at 4.98 µM; CHO BLA complementation TLR9-MyD88, CCF4 FRET ratio; 340,000 compounds, 0.21% hits; Q9NR96+Q99836; AID 504734;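 active means inhibition above the mean over all tested compounds plus 3 SD, cut at about 21% in these data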;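 further: 0% = DMSO only wells and 100% = clavulanate BLA inhibitor control wells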
ABCB6 inh MLPCN: inhibitors of human ABC transporter ABCB6 | fluorescence ratio to DMSO, % at 10 µM | 360,000 compounds, 0.19% hits | K562-ABCB6 porphyrin accumulation, flow cytometry, 1 h; stronger effect = lower value | Q9NP58;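 active means fluorescence ratio to DMSO below 75%, the collection mean minus 3 SD; inconclusive means too few cells collected in the well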;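 further: signal is porphyrin accumulated inside mitochondria; 100% equals median channel fluorescence of DMSO control wells; lower ratio means ABCB6 inhibition with less porphyrin fluorescence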
NOD2-RIPK2 inh: inhibitors of human NOD2-RIPK2 interaction. inhibition, % at 4.98 µM. 360,000 compounds, 0.38% hits. AID 624267. CHO BLA complementation NOD2-RIPK2, CCF4 ratio; in the data active means inhibition above about 21%;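 further: 0% = vehicle only and 100% = reference blocker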
Target sequence (O43353 whole entry, looked up): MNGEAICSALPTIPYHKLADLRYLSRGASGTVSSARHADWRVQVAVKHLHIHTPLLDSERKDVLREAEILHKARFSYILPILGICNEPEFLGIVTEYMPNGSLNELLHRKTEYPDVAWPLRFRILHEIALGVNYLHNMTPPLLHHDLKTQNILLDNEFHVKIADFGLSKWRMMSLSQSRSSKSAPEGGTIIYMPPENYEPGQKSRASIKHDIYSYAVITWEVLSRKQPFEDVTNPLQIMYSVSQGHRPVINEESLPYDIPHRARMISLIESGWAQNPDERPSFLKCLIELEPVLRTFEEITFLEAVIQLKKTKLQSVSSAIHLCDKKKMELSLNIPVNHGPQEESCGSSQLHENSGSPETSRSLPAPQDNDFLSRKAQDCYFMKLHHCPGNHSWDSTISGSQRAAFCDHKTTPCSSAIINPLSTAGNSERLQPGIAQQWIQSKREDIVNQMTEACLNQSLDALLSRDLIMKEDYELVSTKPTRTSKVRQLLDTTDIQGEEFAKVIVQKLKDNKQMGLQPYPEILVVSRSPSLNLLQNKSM
* hit, by the source's call; i = inactive; ? = inconclusive; / = no result given. This is a subset; the hit share may differ from the screen's.

Start of the data: the first three compounds, to show the layout:
MC4R antag cAMP	Glyco luc inh	Vif imaging	MC4R barr agon	aDG glyco act	ABHD5-PLIN5 inh	Granule exo inh	TLR9-MyD88 block	ABCB6 inh MLPCN	NOD2-RIPK2 inh	SMILES
-3	-2	5	3.0	0.4	2	7	-3	105	-9	CCc1nc(Cl)c(C#N)c2c1CSC(C)(C)C2
-1	1	-4	-1.3	-0.2	-5	0	-5	95	-2	CC(C)CCNC(=O)CC1Nc2c3ccccc3nc(=S)n2C1=O (stereo unspecified)
7	-6	-7	-0.9	0.3	0	0	-2	104	-8	O=C(CSc1ccc(Br)cc1)Nc1ccccc1Oc1ccccc1

The whole of this part, previewed entries included:
MC4R antag cAMP	Glyco luc inh	Vif imaging	MC4R barr agon	aDG glyco act	ABHD5-PLIN5 inh	Granule exo inh	TLR9-MyD88 block	ABCB6 inh MLPCN	NOD2-RIPK2 inh	SMILES
-3	-2	5	3.0	0.4	2	7	-3	105	-9	CCc1nc(Cl)c(C#N)c2c1CSC(C)(C)C2
-1	1	-4	-1.3	-0.2	-5	0	-5	95	-2	CC(C)CCNC(=O)CC1Nc2c3ccccc3nc(=S)n2C1=O (stereo unspecified)
7	-6	-7	-0.9	0.3	0	0	-2	104	-8	O=C(CSc1ccc(Br)cc1)Nc1ccccc1Oc1ccccc1
2	0	0	1.3	0.0	4	-5	6	93	3	COc1ccc(CC(=O)NNC(=O)COc2ccc3ccccc3c2)cc1
3	0	8	-1.6	0.1	0	-3	1	94	6	CCOC(=O)CCSc1nc(-c2ccccc2)cc(C(F)(F)F)n1
6	8	-13	0.5	-0.1	4	-6	4	90	-11	CC(=O)c1cccc(NC(=O)c2sc3nc4n(c(=O)c3c2C)CCCC4)c1
2	-1	/	-3.1	0.0	-2	6	3	97	9	COCCOc1cc(-n2cccc2)c(Cl)cc1Cl
-1	-4	-17	-0.6	-0.1	0	10	2	94	13	CC(C)(C)N(Cc1ccccc1)C(=O)CSc1nnc(CNc2ccc(F)cc2)o1
/	0	/	/	0.0	3	-6	/	96	-13	CCCc1nc2ccc(Cl)cn2c1Cc1ccccc1
1	-1	22	-1.2	-0.1	2	-13	1	94	6	CC(=O)N1CCN(c2ccc(NC(=O)c3ccccc3Cl)cc2)CC1
1	0	1	-1.9	0.1	-6	14	9	104	-2	O=C(COc1ccccc1[N+](=O)[O-])N/N=C/c1ccccn1
-4	-2	0	-0.1	-0.2	0	-2	-4	98	4	NC(=O)COC(=O)c1ccccc1SCC(=O)NC1CCCCCCC1
-5	0	-5	-2.9	-0.1	1	-2	-11	89	-16	O=C(NNc1ccc(Cl)cc1)c1c(F)cccc1Cl
2	-3	0	0.2	-0.3	5	-2	-14	96	-8	COc1ccccc1N(CC(=O)Nc1ccccc1)S(=O)(=O)c1cccs1
-2	0	2	1.2	-0.2	5	-2	3	101	5	CCN1c2cccc3cccc(c23)S1(=O)=O
1	2	-3	0.7	0.0	13	1	8	94	-3	CSc1ccc(/C=C2\C(=N)N3N=C(CC(=O)N4CCOCC4)SC3=NC2=O)cc1
1	10	-6	2.7	2.0	-4	-2	-6	97	-6	Cn1c(-c2ccsc2)c(-c2cccs2)c2cc(-c3ccc4cc[nH]c4c3)ccc21
-1	-16	-10	0.4	0.0	3	1	0	97	-6	Cc1cc(C)c2c(N)c(C(=O)Nc3ccc(F)cc3)sc2n1
-1	-3	11	2.2	0.1	-2	0	-11	97	8	O=C(NC1CCCc2ccccc21)c1cncc(Br)c1 (stereo unspecified)
2	2	7	-0.7	-0.1	10	0	-6	100	-4	COc1cccc(-c2ncc3ccccc3c2CO)c1
-3	-3	-5	0.8	0.0	11	11	2	98	-2	O=C(Cn1c(=O)c2cccn2c2cccnc21)N1CCN(c2ccc(Cl)cc2)CC1
7	-14	-3	0.4	0.0	-9	-1	-10	91	-3	Clc1ccc(OCc2cc(-c3ccccc3)no2)c(Cl)c1
1	-1	-3	1.7	-0.1	-10	-7	/	89	1	CC(O)(c1cccc(F)c1)c1nc(-c2ccccc2)cs1 (stereo unspecified)
-1	-1	-1	1.0	-0.1	-5	0	11	99	-5	CCc1c(C)sc(NC(=O)C2CCCO2)c1C#N (stereo unspecified)
10	0	12	-0.3	-0.1	0	-2	3	101	-1	CCN(CC)C(=O)c1sc(N)c(C#N)c1C
-2	4	3	-2.0	0.2	-9	9	-12	100	-1	COc1cc(OC)cc(C(=O)NC(C(=O)N2CCc3ccccc3C2)C(C)C)c1 (stereo unspecified)
18	0	-3	-2.0	-0.1	3	3	-7	93	-4	COc1ccc(CN2CC(C(=O)NCCC3=CCCCC3)CC2=O)cc1 (stereo unspecified)
2	0	-7	-0.6	0.2	4	0	-1	102	0	COc1ccc(C2(CNC(=O)c3ccc(N)cc3)CCCC2)cc1
-15	?	5	-1.5	0.0	-2	28	/	102	-6	CC(=O)Nc1cccc(-c2ccnc3c2CC(C)(C(=O)NCCc2ccccc2)O3)c1 (stereo unspecified)
1	1	10	-0.1	0.0	1	-2	-2	98	-3	O=C(NCCCNc1ccc(C(F)(F)F)cc1[N+](=O)[O-])c1ccc(Cl)cc1
1	-1	-7	1.7	-0.4	7	-3	0	100	10	CC1Cc2ccccc2N1C(=O)CCNS(=O)(=O)c1ccc2c(c1)CCC(=O)N2 (stereo unspecified)
16	2	-1	1.9	0.3	6	-7	-3	103	8	CN1CCN(c2nc3c(c(=O)n(C)c(=O)n3C)n2Cc2ccc(Cl)cc2)CC1
4	0	-6	-2.4	-0.4	-3	-1	-16	98	-3	CC(=O)Nc1cccc(C(=O)OCC(=O)c2ccc(S(=O)(=O)N3CCCCC3)cc2)c1
5	2	-6	-0.7	1.2	5	0	-2	106	-5	Cc1nn(CC(=O)NC2CCCCC2)c(=O)c2cccn12
3	-4	-10	-1.2	0.2	3	-1	-1	89	-4	C=CCn1c(C)cc(C(=O)CSc2nnc(-c3cccc(S(=O)(=O)N(CC)CC)c3)o2)c1C
1	0	1	1.1	0.8	2	-3	-7	97	2	O=C(CCCc1ccccc1)N=C1SC2CS(=O)(=O)CC2N1c1ccccc1 (stereo unspecified)
12	-2	-3	-1.9	-0.3	1	1	3	100	5	Cc1cccc(C)c1NC(=O)CSc1nnc(Cn2nnc(-c3ccccc3)n2)n1-c1ccccc1
-3	2	i	-0.8	-0.1	3	1	2	109	-6	O=C(NCc1nc2ccccc2[nH]1)C1=C[C@H](C2CC2)C[C@H](OCCCCO)O1
8	0	/	-1.9	-0.2	-5	-8	-14	98	2	O=C(Nc1ccn(CCCNCc2ccccn2)c(=O)n1)OCc1ccccc1
15	2	23	1.4	-0.1	0	-2	4	102	5	CCC(Sc1nc2ncccc2[nH]1)C(=O)NC1CCCC1 (stereo unspecified)
6	2	-2	-0.1	0.1	2	0	-4	95	-2	CC(C)NC(=O)CCNS(=O)(=O)c1ccc(Br)cc1
5	0	-1	-3.1	0.3	-1	0	-2	98	-3	O=C(NCCCN1CCOCC1)c1sc2cc(F)ccc2c1Cl
9	0	9	-0.2	-0.1	0	-2	-10	95	-2	CNc1c(NS(=O)(=O)c2cc(NC(C)=O)ccc2C)c(=O)oc2ccccc12
0	1	2	-2.1	0.0	3	1	7	103	-4	O=C(O)CN(c1ccc(F)cc1)S(=O)(=O)c1ccc2c(c1)OCCO2
3	0	1	2.4	-0.1	5	-8	5	100	-16	CCCN(C(=O)COC(=O)CSc1ccc(C(N)=O)cc1[N+](=O)[O-])C1CCS(=O)(=O)C1 (stereo unspecified)
1	-1	13	0.2	0.7	-4	-1	3	96	-10	Cc1ccc(CSc2nc3c(c(N(C)C)n2)CCCC3)cc1
-1	1	-11	-1.1	0.2	0	-1	2	100	-3	COc1cc(-c2cc(C(=O)O)c3c(OC)c(OC)c(OC)cc3n2)ccc1O
17	0	1	-2.8	-0.1	-3	0	0	105	-1	O=C(COC(=O)CNC(=O)c1ccc(Cl)cc1)Nc1ncc(C(F)(F)F)cc1Cl
9	1	9	-1.2	-0.2	4	0	5	97	-1	NC(=O)CSc1nnc(-c2ccc(S(=O)(=O)N3CCCCC3)cc2)n1-c1ccccc1
-3	1	4	-1.0	-0.1	-1	-1	10	97	11	O=C(O)CCCC(=O)Nc1cccc(C(=O)Nc2ccccc2C(=O)O)c1
3	-2	1	-0.8	-0.2	-3	6	0	96	3	CCc1noc(C)c1C(=O)NCCc1c[nH]c2ccccc12
3	-3	9	-0.8	0.3	-5	10	-11	98	1	CC1CCCC(NC(=O)c2cccs2)C1C (stereo unspecified)
8	2	-5	0.5	-0.2	-12	-2	-18	91	-5	COc1cccc(NC(=O)CN(C)C(=O)c2cn(-c3ccccc3)nc2-c2cccnc2)c1
4	-3	-1	1.1	-0.3	2	-2	-3	95	-1	CCCOc1cc(C)nc(-c2ccccc2O)n1
13	-2	-7	0.9	-0.3	0	2	-9	101	3	CN(C)S(=O)(=O)c1cccc(-c2csc(N/N=C/c3ccco3)n2)c1
7	-13	-1	-1.9	-0.6	3	-1	-11	99	5	CNc1ccc(C=C2C=Cc3ccccc32)cc1

Following part.
MC4R antag cAMP	Glyco luc inh	Vif imaging	MC4R barr agon	aDG glyco act	ABHD5-PLIN5 inh	Granule exo inh	TLR9-MyD88 block	ABCB6 inh MLPCN	NOD2-RIPK2 inh	SMILES
-1	-3	13	-0.3	0.5	-5	-5	-8	100	-3	CCCOc1ccc(/C=C/c2c([N+](=O)[O-])c(=O)n(C)c(=O)n2C)cc1
-7	14	?	-0.1	-0.4	-4	-1	8	100	11	COCCNS(=O)(=O)c1ccc2c3c(cccc13)C(=O)N2C
16	-10	-8	0.3	0.2	4	-2	-1	94	2	COc1ccccc1NC(=O)C1=C(C)N(c2ccccc2)C(=S)NC1c1cccc(C(F)(F)F)c1 (stereo unspecified)
4	1	5	-12	-0.2	2	-4	-2	98	-2	CCn1c(C)cc(/C=C2/SC(=S)NC2=O)c1C
-1	-1	-12	-0.2	0.9	7	40	-14	111	-4	CCOC(=O)NC(=O)C(=CNc1cccc(OC)c1)C(=O)NC(=O)OCC
4	11	1	-2.0	-0.2	7	-1	9	98	-2	O=C(c1cccc(S(=O)(=O)NCc2ccccc2)c1)N1CCN(c2ccccc2)CC1
-5	2	11	-3.2	-0.2	2	3	-10	100	-2	CN=C(C)C1=C(O)C(C(=O)OC)C(C)(C)CC1=O (stereo unspecified)
3	1	22	-2.1	0.1	0	-3	-3	104	-12	CC1CCc2nn(CC(=O)N3CCCCCC3)cc2C1 (stereo unspecified)
7	-1	-15	-1.9	1.0	0	5	-16	93	3	CC(=O)c1ccccc1OCCn1nnc(-c2ccc(C)cc2)n1
14	1	-14	-0.5	0.2	0	-1	-7	86	-2	O=C(O)C(Cc1ccccc1)N1C(=O)/C(=C/C=C/c2ccco2)SC1=S (stereo unspecified)
-1	2	-1	2.2	-0.1	3	1	5	99	5	COc1cc(C(C(=O)Nc2c(C)cccc2C)N(C)C(=O)c2ccc(-n3cnnn3)cc2)ccc1O (stereo unspecified)

Screening results: PubChem, several laboratories
